Phagocytosis inh = macrophage phagocytosis inhibition. J774A.1 macrophage IgG-bead phagocytosis, imaging. inhibition, % at 5 µM. 0.07% of 110,000 active. AID 1029;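 active = inhibition above the mean of the plate negative controls plus 5 SD, cut at about 13% in these data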;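 also: phagocytic index as fraction of beads internalized from green versus red external bead signal; plate controls were DMSO negative control for no effect and cytochalasin-D positive control for full effect; some results beyond the cut were filed as inactive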
NPY-Y2 antag = NPY-Y2 (human) receptor antagonism | inhibition, % at 2.7 µM | P49146 | NPY-Y2 expressing cells, antagonist mode | 0.99% of 140,000 active; in the data active = inhibition above about 17%;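 also: 0% = vehicle with agonist challenge and 100% = reference antagonist with challenge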
Target sequence (P49146 whole entry, looked up): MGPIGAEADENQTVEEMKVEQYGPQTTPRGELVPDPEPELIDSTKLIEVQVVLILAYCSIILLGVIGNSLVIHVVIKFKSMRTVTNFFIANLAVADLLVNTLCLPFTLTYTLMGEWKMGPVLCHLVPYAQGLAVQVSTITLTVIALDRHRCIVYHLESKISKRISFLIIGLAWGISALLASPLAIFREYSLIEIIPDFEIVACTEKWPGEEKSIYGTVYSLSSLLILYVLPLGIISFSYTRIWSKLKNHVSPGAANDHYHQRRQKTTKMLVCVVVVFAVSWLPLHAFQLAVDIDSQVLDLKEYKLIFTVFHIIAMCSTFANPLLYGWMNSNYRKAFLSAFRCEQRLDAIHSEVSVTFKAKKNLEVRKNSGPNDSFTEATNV
MRP-1 activ = activates MRP-1; H69AR cells + doxorubicin, viability rescue, CellTiter-Glo; viability increase, % at 10 µM; 0.61% of 140,000 active; AID 799;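 active = viability gain under doxorubicin at or above a set limit, the compound median plus 3 SD, cut at about 4.7% in these data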;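 also: MRP-1 overexpressing cells given doxorubicin 25 µM after compound pretreatment; 18-22 h compound pretreatment then 72 h with doxorubicin before readout; 0% = doxorubicin-only wells and 100% = vehicle-treated cells without doxorubicin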
E-sel TNF inh = blocks E-selectin expression induced by TNF alpha; inhibition, % at 2 µM; AID 1246; HUVEC TNFa-induced E-selectin immunofluorescence, high content; 0.71% of 120,000 active;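 active = inhibition above the batch mean plus 3 SD, and confirmed as a hit on visual image review, cut at about 43% in these data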;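 also: 0% = TNF-stimulated DMSO wells and 100% = unstimulated control wells; not every result past the cut was called active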
Measles CPE = protection of cells from measles virus. Measles virus-infected cells, CPE protection, absorbance. protection (pct of control), % at 4 µM. 1.5% of 140,000 active. AID 841; in the data active = protection mostly above about 24%, no sharp cut-off; inactive = mostly below about 26%; also: some compounds called inactive have numbers as strong as hits
BB579 growth dn = chemicals that inhibit yeast BB579 growth in restrictive medium (lifespan-shortening candidates). S. cerevisiae BB579 growth, OD615, 48 h. inhibition, % at 10 µM. 0.51% of 140,000 active;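 active = inhibition above a set limit, 3 SD over the mean compound inhibition, cut at about 44% in these data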; also: inactives centre near -24
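System: Saccharomyces cerevisiae DeaD strain BB579, replicative lifespan model yeast. Buffer or medium: restrictive glucose-based CSMM-D medium. Doses: one dose, 10 µM compound with 0.25% DMSO. Timing: 4 h preincubation and 48 h exposure at 30 °C. Detection: turbidity as optical density at 615 nm. Benchmarks: amphotericin B 10 µg/mL, positive.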
PTEN del growth = growth suppressors of cells with PTEN tumor suppressor deletion. HCT116 PTEN-null viability, CellTiter-Glo, 60 h; active compounds read low. viability, % at 10 µM. 1.2% of 140,000 active. AID 827;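 active = viability at or below a set limit, 4 SD under the median of all tested compounds, cut at about 3.7% in these data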;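 also: PTEN knockout HCT116 line with beta catenin targeted HCT116 as companion control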
GALR2 antag = GALR2 (human) receptor antagonism | inhibition, % at 4 µM | AID 828 | 0.39% of 140,000 active | GALR2-expressing cells, antagonist mode; in the data active = inhibition above about 27%;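 also: cells stimulated with galanin 1-16 at roughly its EC80; 0% = agonist challenge control and 100% = basal control without agonist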
Target sequence (O43603 whole entry, looked up): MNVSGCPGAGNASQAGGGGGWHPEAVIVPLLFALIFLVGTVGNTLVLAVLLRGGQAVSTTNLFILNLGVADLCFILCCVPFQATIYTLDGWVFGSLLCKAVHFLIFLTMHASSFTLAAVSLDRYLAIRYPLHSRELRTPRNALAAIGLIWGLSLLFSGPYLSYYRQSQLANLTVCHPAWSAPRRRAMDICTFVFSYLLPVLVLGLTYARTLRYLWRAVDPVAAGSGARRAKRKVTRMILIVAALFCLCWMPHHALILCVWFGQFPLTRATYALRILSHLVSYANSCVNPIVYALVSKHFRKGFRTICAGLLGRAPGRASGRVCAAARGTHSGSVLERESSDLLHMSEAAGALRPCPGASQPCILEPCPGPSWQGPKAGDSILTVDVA
bCat KO growth = beta-catenin-lacking colon tumor cell growth suppression. HCT116 beta-catenin knockout viability, CellTiter-Glo, 60 h; active compounds read low. viability, % at 10 µM. 1.5% of 140,000 active;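 active = viability at or under a set limit, the compound median less 4 SD, cut at about 6% in these data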;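 also: 0% = Hyamine 1622 control at 20 µM and 100% = untreated cell control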
Yeast life ext = extends the lifespan of yeast | inhibition of the nicotinamide effect, % at 10 µM | 0.68% of 130,000 active | S. cerevisiae growth with nicotinamide, OD615; deaD strain in restrictive glucose medium | AID 775;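 active = inhibition above a set limit, placed 3 SD over the median of all compounds, cut at about 26% in these data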;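 also: 0% = nicotinamide-treated wells and 100% = cells grown without nicotinamide; some compounds called inactive have numbers as strong as hits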
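Test system – modified budding yeast, DeaD strain · Compound – single dose 10 µM compound, 0.25% DMSO · Times – culture preincubation 4 h, compound exposure 48 h, both 30 °C · Detection – optical density (absorbance) at 615 nm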
Numbers without * were called inactive; . = no result given.

SMILES	Phagocytosis inh	NPY-Y2 antag	MRP-1 activ	E-sel TNF inh	Measles CPE	BB579 growth dn	PTEN del growth	GALR2 antag	bCat KO growth	Yeast life ext
CCC(=O)N(Cc1cc2cccc(C)c2[nH]c1=O)c1ccccc1OC	.	0	-2.2	-2	9	-37	95	12	90	-17
CN1CCC(=NNc2ccc(S(=O)(=O)N3CCOCC3)cc2[N+](=O)[O-])CC1	-6	1	-2.0	.	32	-20	90	-4	92	0
N/C(=N\OC(=O)CC1CCCCC1)c1ccccc1	-5	5	-3.2	.	10	-3	97	6	96	-3
CCOC(=O)c1cn(CC(=O)Nc2ccc3c(c2)OCCO3)nn1	-1	1	-0.8	-28	18	-55	108	-4	97	-1
Nc1c(N=Nc2cccc(Cl)c2)c(=O)[nH]n1-c1ccccc1	.	5	0.6	-24	8	-57	83	3	86	-12
O=C(C1CCN(S(=O)(=O)c2cnc[nH]2)CC1)N1CCN(Cc2ccc3c(c2)OCO3)CC1	-3	0	-1.9	-6	22	-11	93	4	100	-1
Cc1cc(C(=O)N2CCN(S(C)(=O)=O)CC2)cs1	-2	2	-0.4	.	4	-6	96	9	108	-15
CC1=Nn2c(nnc2-c2ccc(F)cc2)SC1	-1	3	1.3	-2	36	-25	104	3	94	-11
COc1cc(C(=O)NCC2CCCO2)cc(OC)c1OC (centres undefined)	.	-1	-1.9	-2	18	-28	98	-3	104	.
CCC(CC)C(=O)NCCNC(=O)C(CC)CC	2	8	-1.9	15	6	-7	96	-6	91	-5
CC(Oc1ccc(Cl)cc1Cl)c1nc(-c2ccc(NC(=O)c3ccncc3)cc2)no1 (centres undefined)	.	-3	-4.8	-29	12	-12	15	6	12	.
CCOC(=O)c1ccc(NC(=O)N2CCCCC2)cc1	-1	1	-1.5	5	12	19	92	5	95	-18
CC(OC(=O)c1ccc(S(=O)(=O)N(C)c2ccccc2)cc1)C(=O)NCCC1=CCCCC1 (centres undefined)	-2	1	-2.5	.	20	-15	91	1	97	3
N#Cc1c(N2C(=O)C3C4C=CC(C4)C3C2=O)sc2c1CCC2 (centres undefined)	-1	-1	-3.9	16	4	-17	96	3	91	-5
Clc1cccc(Cl)c1CON/C=N/c1ncnc2sccc12	0	2	0.1	29	30	-27	77	4	89	-14
COc1cc(/C=C/C(=O)Nc2nc3ccc(S(=O)(=O)N(C)C)cc3s2)cc(OC)c1OC	-5	-1	-4.5	.	20	-27	73	11	87	0
CCn1c(SCC(=O)N/N=C/C=C/c2ccco2)nnc1-c1ccccc1	0	2	-2.5	.	15	-33	86	-7	78	-1
CCC(=O)Nc1cccc(NC(C)=O)c1	-1	2	0.2	-12	6	-10	110	-5	97	3
O=C(Nc1ccc(N2CCCCC2)c(Cl)c1)c1ccc(N2CCOCC2)c([N+](=O)[O-])c1	.	0	-5.1	.	10	-27	13	4	13	-16
CC(C)(C)C(=O)NC1CCN(S(=O)(=O)c2ccc(C(F)(F)F)cc2)CC1	0	4	0.7	-8	6	-43	103	-2	100	0
Cc1cc(Cl)ccc1NC(=O)CN1CCC(C(O)(c2ccccc2)c2ccccc2)CC1	.	1	-5.7	-42	5	-2	61	-17	43	-13
CCCCC(=O)Nc1ccc(C(=O)N2CCC(C(=O)OCC)CC2)cc1	0	2	-0.9	18	14	-19	96	4	101	-9
CCN(c1ccccc1)S(=O)(=O)c1ccc(Cl)c(NC(=O)CSc2nncs2)c1	-2	5	1.1	.	4	-6	71	1	97	-4
Fc1ccccc1N1CCN(CCCNc2ccc3nncn3n2)CC1	0	1	-2.9	-10	17	-15	91	16	91	27*

2 entries drawn at random from those above, as already listed:
SMILES	Phagocytosis inh	NPY-Y2 antag	MRP-1 activ	E-sel TNF inh	Measles CPE	BB579 growth dn	PTEN del growth	GALR2 antag	bCat KO growth	Yeast life ext
CCn1c(SCC(=O)N/N=C/C=C/c2ccco2)nnc1-c1ccccc1	0	2	-2.5	.	15	-33	86	-7	78	-1
Clc1cccc(Cl)c1CON/C=N/c1ncnc2sccc12	0	2	0.1	29	30	-27	77	4	89	-14

New compounds follow:
SMILES	Phagocytosis inh	NPY-Y2 antag	MRP-1 activ	E-sel TNF inh	Measles CPE	BB579 growth dn	PTEN del growth	GALR2 antag	bCat KO growth	Yeast life ext
O=c1oc2ccccc2cc1-c1nc(-c2cccs2)cs1	-2	13	-2.3	.	18	-21	69	3	77	-8
CN1C(=O)NC(NC(=O)C2CCCCC2)(C(F)(F)F)C1=O (centres undefined)	-1	1	-0.1	14	6	-79	108	0	99	2
Cc1ccc(C2N(c3ccc(F)cc3)C(=O)C3CCCN32)cc1 (centres undefined)	1	1	-0.2	.	4	-21	86	0	83	-2
O=C(CSc1nnc(-c2c[nH]c3ccccc23)o1)N1CCCCC1	2	7	-0.2	21	5	-32	98	1	103	-3
CCc1ccc(-c2cc(C(=O)Nc3c(C)n(C)n(-c4ccccc4)c3=O)c3ccccc3n2)s1	2	6	-4.9	3	21	-51	49	-6	57	-22
Cc1ccc(S(=O)(=O)Cn2cnnn2)cc1	-1	2	0.1	3	5	13	116	6	97	-4
Nc1cccc(C(=O)Nc2ccc(N)cc2Cl)c1	0	7	-1.5	-21	8	-38	96	9	106	-17
CCCCN(CC)CCNS(=O)(=O)c1ccc2c(c1)oc(=O)n2C	1	4	-1.1	-7	6	-3	97	3	96	0
CC(C)(C)c1cc(CN2CCOCC2)c(C(=O)O)o1	0	0	-0.6	-4	11	9	96	-6	93	-5
CCC(C)NS(=O)(=O)c1ccc(NC(=O)C(Sc2ccccc2)c2ccccc2)cc1 (centres undefined)	-5	-4	-5.7	.	32*	-9	23	-4	36	4
CC(=O)c1cnc(Nc2nc(C)c3ccc(C)cc3n2)nc1C	1	2	2.4	-2	27	-13	112	7	116	-8
CC(=O)CCc1c(C)[nH]c2ccc(NC(C)=O)cc2c1=O	-2	2	-0.6	.	7	-63	106	1	105	-3
COc1cc(OC)cc(C(=O)Nc2ccc(S(=O)(=O)Nc3cc(C)nc(C)n3)cc2)c1	-1	0	-1.0	.	18	-12	95	6	98	9
CCN(CC)C(=O)Oc1ccccc1NC(C)=O	-1	1	-0.5	-22	7	-53	105	2	98	0
CCCCCCCCCCOC(=O)C[N+](C)(C)C/C=C(/C)Cl	9	15	-0.7	.	8	22	87	-1	87	-8
Cc1cc(=O)oc2cc(NC(=O)C3CC(=O)N(Cc4ccccc4)C3)ccc12 (centres undefined)	-1	1	-1.6	-1	11	-12	76	-10	91	-13
O=C(CSc1ncccn1)Nc1ccc(N2CCOCC2)cc1	.	5	-1.1	-18	2	-30	103	-4	96	-6
COc1ccc(C2NC3=C(CCC3)C3(C#N)C4(N=C(N)C23C#N)OCCO4)cc1 (centres undefined)	.	-1	-1.6	10	9	-29	95	-2	94	-17
CC(=O)Nc1ccc(OC(=O)c2cc([N+](=O)[O-])ccc2Cl)cc1	.	-1	-2.2	13	5	-4	87	7	101	-21
S=C(NCCc1ccccc1)Nc1ccc(Cl)cc1	-5	-1	-4.4	3	8	-34	82	23	74	-3
COc1ccc(-c2nnc(SCC(=O)NC(=O)NCc3ccco3)o2)cc1	1	6	-1.0	33	23	-71	107	-13	105	-7
CN(CC(=O)Nc1ccc2c(c1)OCCO2)S(=O)(=O)c1cccc2cccnc12	0	1	-1.2	.	19	3	93	13	109	-16
COC(=O)CSc1n[nH]c(-c2ccncc2)n1	0	0	-0.4	0	11	-31	103	-5	93	-4
COc1ccc(N2C(=O)c3ccccc3NC2c2ccc(OC)c(CSc3ccccn3)c2)cc1 (centres undefined)	.	1	-1.4	32	17	-19	87	-1	97	-19
CC1(C)CC2CC(C)(CN2C(=O)c2cc(-c3ccccc3O)on2)C1 (centres undefined)	1	0	-4.8	.	3	16	47	6	58	-6
Cc1ccc(S(=O)(=O)Nc2nc3ccccc3nc2N2CCN(c3ccccc3F)CC2)cc1	.	2	-0.8	-2	5	-4	91	-4	97	-7
COCCn1c(COc2ccc(OC)cc2)nc2ccccc21	3	3	1.3	-16	7	-3	101	7	95	-4
Cc1ccc(NC(=S)N/N=C2\CC(C)(C)Oc3ccc(O)cc32)cc1	.	-2	-1.0	.	.	-6	85	7	77	1
COc1ccc(-c2cnc(SCC(=O)Nc3cc(C)on3)n2Cc2ccco2)cc1	-3	7	-3.3	2	13	-13	102	-8	95	6
COc1cc(NC(=S)NC(C)=O)ccc1NC(=O)C(C)C	1	0	-1.2	.	4	10	100	11	98	0
CS(=O)(=O)N1CCCC(C(=O)NCCc2ccc(Cl)cc2)C1 (centres undefined)	-1	0	0.4	.	10	4	97	-11	101	-4
C1CCN(c2nc(N3CCCCC3)nc(N3CCNCC3)n2)CC1	3	6	-2.9	38	30	-4	46	-14	37	-9
O=C(O)Cn1c(SC2CCCCC2)nc2ccccc21	0	0	-2.0	-7	15	-16	93	-3	86	-2
COc1cccc(CN(C)CC(=O)NC(=O)NCc2ccccc2)c1	2	7	-0.4	.	4	-10	102	8	106	-2

Part of the list above, field by field:
mol: CCCCCCCCCCOC(=O)C[N+](C)(C)C/C=C(/C)Cl
  Phagocytosis inh: 9
  NPY-Y2 antag: 15
  MRP-1 activ: -0.7
  E-sel TNF inh: .
  Measles CPE: 8
  BB579 growth dn: 22
  PTEN del growth: 87
  GALR2 antag: -1
  bCat KO growth: 87
  Yeast life ext: -8
mol: CCn1c(SCC(=O)N/N=C/C=C/c2ccco2)nnc1-c1ccccc1
  Phagocytosis inh: 0
  NPY-Y2 antag: 2
  MRP-1 activ: -2.5
  E-sel TNF inh: .
  Measles CPE: 15
  BB579 growth dn: -33
  PTEN del growth: 86
  GALR2 antag: -7
  bCat KO growth: 78
  Yeast life ext: -1
mol: CN1C(=O)NC(NC(=O)C2CCCCC2)(C(F)(F)F)C1=O (centres undefined)
  Phagocytosis inh: -1
  NPY-Y2 antag: 1
  MRP-1 activ: -0.1
  E-sel TNF inh: 14
  Measles CPE: 6
  BB579 growth dn: -79
  PTEN del growth: 108
  GALR2 antag: 0
  bCat KO growth: 99
  Yeast life ext: 2
mol: Cc1cc(C(=O)N2CCN(S(C)(=O)=O)CC2)cs1
  Phagocytosis inh: -2
  NPY-Y2 antag: 2
  MRP-1 activ: -0.4
  E-sel TNF inh: .
  Measles CPE: 4
  BB579 growth dn: -6
  PTEN del growth: 96
  GALR2 antag: 9
  bCat KO growth: 108
  Yeast life ext: -15

Single records, as listed above. Order of screens: Phagocytosis inh	NPY-Y2 antag	MRP-1 activ	E-sel TNF inh	Measles CPE	BB579 growth dn	PTEN del growth	GALR2 antag	bCat KO growth	Yeast life ext
Cc1ccc(S(=O)(=O)Nc2nc3ccccc3nc2N2CCN(c3ccccc3F)CC2)cc1 as listed: .	2	-0.8	-2	5	-4	91	-4	97	-7
COc1ccc(-c2cnc(SCC(=O)Nc3cc(C)on3)n2Cc2ccco2)cc1 as listed: -3	7	-3.3	2	13	-13	102	-8	95	6
COCCn1c(COc2ccc(OC)cc2)nc2ccccc21 as listed: 3	3	1.3	-16	7	-3	101	7	95	-4

Screening results (PubChem)
